NCI-60 one-dose screen, 48 h, at 10 µM unless noted. Numbers give growth in % (100 = growth as untreated, 0 = no growth, -100 = all killed).
CCRF-CEM: CCRF-CEM leukemia; AID 1794778; 7% of 77,000 active
LOX IMVI: LOX IMVI melanoma | 7.4% of 79,000 active
SK-MEL-5: SK-MEL-5 melanoma. 6.4% of 80,000 active. AID 1794755
HOP-62: HOP-62 NSCLC; 3.9% of 80,000 active; AID 1794735
EKVX: EKVX NSCLC | 3% of 71,000 active
HOP-92: HOP-92 NSCLC cells; 6.3% of 71,000 active
A549/ATCC: A549/ATCC NSCLC; 3.7% of 81,000 active
M14: M14 melanoma. 6.2% of 80,000 active. AID 1794745
* hit, by the source's call; . = not tested or not shown; & = joins results of further samples. How the source made its calls: active means growth percent below 10; inactive means the rest.

Below each SMILES: CCRF-CEM	LOX IMVI	SK-MEL-5	HOP-62	EKVX	HOP-92	A549/ATCC	M14
> CC1(C)CC(=O)C2=C(C1)N(Cc1ccc(C(=O)O)cc1)C1=C(C(=O)CC(C)(C)C1)C2c1cccc([N+](=O)[O-])c1
    107	77	100	106	102	.	103	112
> CCN(CC)CC(CN(CC)CC)OC(=O)c1ccc(N)cc1
    100	104	105	102	102	108	108	99
> N#CNc1ccccc1
    104	.	102	91	105	79	104	96
> CC(=O)c1sc2c(c1OC(=O)c1ccc(Cl)cc1Cl)c(=O)n(-c1ccccc1)c(=S)n2-c1ccccc1
    -24*	-19*	43	9.4*	51	.	32	-76*
> Nc1nc(Cl)c(Cl)nc1C(=O)O
    87	93	94	120	94	85	97	99
> FC(F)Oc1ccc(C(Nc2cccc(C(F)(F)F)c2)c2nnnn2C2CCCCC2)cc1OCC1CC1 (stereo not drawn)
    86	96	98	108	85	105	86	101
> CCN1C(=O)/C(=c2\sc3n(c2=O)NC2C(N=3)N(C)C(=O)N2C)c2ccccc21 (stereo not drawn)
    102	100	.	99	82	105	99	98
> O=C1C2C(C(=O)N1CC[Se][Se]CCN1C(=O)C3C(C1=O)[C@H]1C=C[C@@H]3C1)[C@H]1C=C[C@@H]2C1 (stereo partly drawn)
    2.3*	-26*	-54*	-80*	-56*	-74*	-28*	-20*
> NC(=O)NC(=O)c1ccc(Cl)cc1
    .	103	107	94	101	.	108	96
> Nc1cc(Cl)ccc1N1C(=O)CCC1=O
    95	94	101	84	97	84	97	90
> O=C1c2c(c3c4cc(F)ccc4oc3c3[nH]c4ccccc4c23)C(=O)N1O
    5.7*	-25*	-30*	24	62	49	54	29
> COc1ccc(/C=C2\C=C(c3ccccc3)N(Cc3ccccc3)C2=O)cc1OC
    81	99	80	97	63	18	74	88
> COc1cc(C2=NN(C(C)=O)C(c3cn(Cc4ccc(Cl)cc4)c4ccccc34)C2)cc(OC)c1OC (stereo not drawn)
    66	77	77	79	44	52	44	86
> Cc1nn(-c2ccc(Cl)cc2)c2c1C(c1ccc(-c3ccccc3)cc1)C(C#N)=C(N)O2 (stereo not drawn)
    87	89	95	102	94	90	104	96
> Fc1ccc(-c2csc(=Nc3ccccc3)n2-c2cccc(-n3c(-c4ccc(F)cc4)csc3=Nc3ccccc3)c2)cc1
    65	76	91	105	81	78	80	100

The final three compounds of the section above lead into the next.
Below each SMILES: CCRF-CEM	LOX IMVI	SK-MEL-5	HOP-62	EKVX	HOP-92	A549/ATCC	M14
> COc1cc(C2=NN(C(C)=O)C(c3cn(Cc4ccc(Cl)cc4)c4ccccc34)C2)cc(OC)c1OC (stereo not drawn)
    66	77	77	79	44	52	44	86
> Cc1nn(-c2ccc(Cl)cc2)c2c1C(c1ccc(-c3ccccc3)cc1)C(C#N)=C(N)O2 (stereo not drawn)
    87	89	95	102	94	90	104	96
> Fc1ccc(-c2csc(=Nc3ccccc3)n2-c2cccc(-n3c(-c4ccc(F)cc4)csc3=Nc3ccccc3)c2)cc1
    65	76	91	105	81	78	80	100
> CCOc1ccc(-c2ccc(=O)n(-c3ccc(S(N)(=O)=O)cc3)n2)cc1
    .	98	90	97	.	71	102	101
> Cc1ccc(C2=NN(c3nc(-c4cc5ccccc5oc4=O)cs3)C(c3ccc(C)cc3)C2)cc1 (stereo not drawn)
    101	91	101	91	94	.	109	106
> c1ccc2c(Cn3cc(CSc4nc5ccccc5o4)nn3)cccc2c1
    126	98	105	89	99	107	96	101
> O=C1OC(Sc2ccccc2)(c2ccccc2)c2ccccc21 (stereo not drawn)
    76	75	101	91	.	45	96	88
> COc1ccc(/C=C/c2cc[n+](C)cc2)cc1OC
    103	102	98	98	.	.	99	105
> NC(=O)C[n+]1cccc2c3ccccc3ccc21
    102	95	103	107	89	107	105	108
> CCOC(=O)n1cc(-c2nonc2-c2cn(C)c3ncccc23)c2ccccc21
    87	84	77	88	61	66	82	90
> O=C(/C(=C/c1ccc(F)cc1)c1ccccc1)c1ccccc1
    81	84	94	106	.	.	98	94
> Nc1nc(-c2ccccc2)c(N=Nc2ccc([N+](=O)[O-])cc2Cl)s1
    79	98	43	101	89	41	90	93
> CNC(=O)c1cc(Oc2ccc3nc(NC(=O)NCCN4CCN(C)CC4)sc3c2)ccn1
    115	93	.	97	101	89	100	98
> O=C1Nc2ccc(F)cc2/C1=C\c1c(-c2ccccc2)nc2ccccn12
    58	64	61	73	62	73	72	49
> O=c1nc2sc3cc(F)ccc3cc-2s1
    113	91	94	97	49	104	102	101
> COP(=O)(OC)C(c1ccc(O)cc1)(c1ccc(O)cc1)c1ccc(O)cc1
    5.7*	103	87	83	113	79	100	86
> O=C(O)c1cn(C2CC2)c2cc(N3CCN(Cc4cc(-c5ccccc5)no4)CC3)c(F)cc2c1=O
    91	61	89	91	92	79	88	83
> CNCCCNc1nc2ccccc2c2c(=O)c3cc(Cl)ccc3sc12
    12	-90*	71	61	77	9.4*	18	-57*
> Cc1ccccc1-n1c(C)nc2cc(N)ccc2c1=S
    91	102	104	94	85	.	99	97
> CCOC(=O)/C(C#N)=N/Nc1ccc(S(=O)(=O)N=C(N)N)cc1
    107	97	99	120	103	84	101	106
> Nc1nc(Nc2ccc(Cl)cc2O)nc(C(Cl)(Cl)Cl)n1
    96	96	94	84	103	89	101	99
> COc1cccc(/C=N\NC(=O)C(=O)N/N=C\c2cccc(OC)c2O)c1O
    36	66	77	.	82	88	72	78
> CC1[C@H]2[C@H](C[C@H]3[C@@H]4CC=C5c6sc(Nc7ccc(F)cn7)nc6CC[C@]5(C)[C@H]4CC[C@@]32C)O[C@]12CC[C@@H](C)CO2 (stereo partly drawn)
    93	96	84	110	91	106	97	94
> Nc1nc(C(=O)N/N=C/c2cccnc2)nn1-c1ccc(S(N)(=O)=O)cc1
    89	96	97	97	94	81	93	96
> C=CCOC1=C(c2ccccc2)[C@H](CCCCC)N(CC=C)C1=O
    95	76	97	82	91	64	72	86
> c1ccc2c(CCc3ccncc3)cccc2c1
    121	90	101	98	93	68	97	116
> O=C(NNC(=S)NC(=O)c1ccccc1)c1ccc(OCc2nc3ccc(Cl)cc3[nH]2)cc1
    2.9*	-92*	-73*	-64*	-53*	-11*	-29*	-54*
> COC(/C=C\C(OC)OC)OC
    85	68	98	102	91	99	87	94
> CC1(C)OCC([C@H]2O[P@](=O)(c3ccccc3)[C@@H](Nc3ccc4ccccc4c3)[C@H]3OC(C)(C)O[C@H]32)O1 (stereo partly drawn)
    92	83	96	89	89	.	87	.
> N#CC1C(=O)NC(=O)C(C#N)C1CCc1ccccc1 (stereo not drawn)
    94	99	100	104	.	90	98	98
> CCN1CCOC1c1ccc(Cl)cc1 (stereo not drawn)
    96	99	103	97	109	.	101	89
> CCN(CC)CCOc1ccc(C(=C(C)c2ccc(Cl)cc2)c2ccc(OCCN(CC)CC)cc2)cc1
    -63*	-89*	-98*	-62*	26	6.3*	-69*	-90*
> Cc1c(O)c(O)cc2c3c(oc12)CC(c1ccco1)CC3=O (stereo not drawn)
    74	75	91	96	87	79	96	97

In another format: 2 of the compounds above
CC1(C)OCC([C@H]2O[P@](=O)(c3ccccc3)[C@@H](Nc3ccc4ccccc4c3)[C@H]3OC(C)(C)O[C@H]32)O1 (stereo partly drawn)
  CCRF-CEM: 92 | LOX IMVI: 83 | SK-MEL-5: 96 | HOP-62: 89 | EKVX: 89 | HOP-92: . | A549/ATCC: 87 | M14: .
Nc1cc(Cl)ccc1N1C(=O)CCC1=O
  CCRF-CEM: 95 | LOX IMVI: 94 | SK-MEL-5: 101 | HOP-62: 84 | EKVX: 97 | HOP-92: 84 | A549/ATCC: 97 | M14: 90

More entries follow.
Below each SMILES: CCRF-CEM	LOX IMVI	SK-MEL-5	HOP-62	EKVX	HOP-92	A549/ATCC	M14
> COc1cc2c3c(c4c5ccccc5[nH]c4c2c(OC)c1OC)C(=O)N(CCO)C3=O
    111	101	95	104	110	107	119	104
> CN(C)c1nc(-c2ccccc2)cc(-c2ccc(O)cc2)n1
    .	.	103	124	.	.	90	92
> COc1ccc(Cl)cc1N1C(=N)/C(=C2\Nc3ccccc3S2)CC1=O
    56	91	94	64	105	56	96	107
> CS(=O)(=O)NCc1ccco1
    100	99	100	92	105	97	89	99
> N#Cc1c(-c2ccc(F)cc2)nc(SCc2ccccc2)nc1N1CCOCC1
    95	99	101	91	102	85	90	107
> C=CCOC(=O)/C=C(/CC(=O)OCC=C)C(=O)OCC=C
    .	108	99	101	.	82	91	93
> CCOc1ccccc1/C=N\NC(=O)N/N=C/c1ccccc1OCC
    93	106	95	111	93	110	93	109
> CC1=NOC(=O)C1C(C)(C)C1C(=O)ON=C1C (stereo not drawn)
    103	100	107	114	104	86	93	104
> Nc1c(C(=O)Nc2c(Cl)cccc2Cl)sc2nc3c(cc12)CCCCC3
    44	59	66	54	.	59	50	44
> O=C(Cc1nc2ccc([N+](=O)[O-])cc2nc1CC(=O)c1cccnc1)c1cccnc1
    49	49	75	26	63	70	65	83
> O=C(O)CNC(=S)Nc1ccccc1
    82	106	101	104	119	.	92	103
> CCOC(=O)C(=O)/C(=C/n1c(=S)[nH]c2ccc([N+](=O)[O-])cc21)C(=O)OCC
    99	98	99	103	100	99	106	98
> COc1ccc(C2=NN(c3ccccc3)C(c3cccc(Nc4ccnc5cc(Cl)ccc45)c3)C2)cc1 (stereo not drawn)
    86	98	86	82	82	73	90	92
> N=C(N)c1ccc(-c2ccc(-c3ccc(C(=N)N)c(F)c3)s2)s1
    86	92	51	86	76	77	86	80
> N#CC1=C(Nc2ccccc2Cl)SC2(CCCC2)NC1=O
    85	92&105	97&100	102&103	96	92&94	88&110	96&110
> Nc1ncnc2c1N=C(c1ccc(Cl)cc1)CC(c1cccc(Nc3ccnc4cc(Cl)ccc34)c1)N2 (stereo not drawn)
    4.0*	46	62	70	59	45	85	65
> CCOC(=O)c1sc(NC(=O)c2cc(OC)c(OC)c(OC)c2)nc1C
    88	97	96	116	100	47	101	118
> Cn1cnc2c1c(=O)n(CCC(=O)Nc1ccc(S(N)(=O)=O)cc1)c(=O)n2C
    110	95	102	96	103	97	97	109
> C/C(=C\CCc1ccsc1)CC/C=C(\C)CCCN1CCC(CO)CC1
    2.2*	.	.	62	.	.	37	-47*
> CCOC(=O)C(C(C)=O)c1nc2sc3cc(Cl)c(Cl)cc3n2c(=O)c1C#N (stereo not drawn)
    97	98	74	109	86	77	108	104
> CC1(C)[C@@H]2CC[C@]1(C)[C@H](OC(=O)CSC#N)C2
    101	100	108	103	.	113	102	104
> CC(C)C[C@H](CC(N)=O)CC(=O)N[C@@H](CC(=O)N1CCn2c(nnc2C(F)(F)F)C1)Cc1cc(F)c(F)cc1F
    127	93	100	70	93	104	77	87
> CCN(CC)CC(=O)Nc1c(C)ccc(N)c1C
    112	96	100	94	96	.	100	101
> CCOC(=O)CNC(=O)N1CCN(CC(=O)OCC)CC1
    83	106	112	106	104	71	98	100
> O=C1C=CC(=O)C(Sc2ccccc2)=C1
    92	110	101	90	104	97	83	97
> CNC(=O)NCC1OC(n2cnc3c(NC(=O)Nc4ccccc4)ncnc32)C(O)C1O (stereo not drawn)
    100	99	94	96	113	71	99	108
> Nc1ccn(CCOc2nc(-c3ccc(F)cc3)cc(-c3ccco3)n2)c(=O)n1
    98	99	105	104	119	.	105	103
> COC(=O)[C@@]1(O)C=Cc2nc3cnccc3c(=O)n21
    113	97	100	88	98	88	98	94

Random excerpt: 7 compounds from above, in no set order.
Below each SMILES: CCRF-CEM	LOX IMVI	SK-MEL-5	HOP-62	EKVX	HOP-92	A549/ATCC	M14
> Nc1ccn(CCOc2nc(-c3ccc(F)cc3)cc(-c3ccco3)n2)c(=O)n1
    98	99	105	104	119	.	105	103
> CCN(CC)CC(=O)Nc1c(C)ccc(N)c1C
    112	96	100	94	96	.	100	101
> Cn1cnc2c1c(=O)n(CCC(=O)Nc1ccc(S(N)(=O)=O)cc1)c(=O)n2C
    110	95	102	96	103	97	97	109
> CCOC(=O)CNC(=O)N1CCN(CC(=O)OCC)CC1
    83	106	112	106	104	71	98	100
> CCOC(=O)C(C(C)=O)c1nc2sc3cc(Cl)c(Cl)cc3n2c(=O)c1C#N (stereo not drawn)
    97	98	74	109	86	77	108	104
> CCOC(=O)c1sc(NC(=O)c2cc(OC)c(OC)c(OC)c2)nc1C
    88	97	96	116	100	47	101	118
> O=C1C=CC(=O)C(Sc2ccccc2)=C1
    92	110	101	90	104	97	83	97

From PubChem
